14-3-3g Raf: modulators of 14-3-3 gamma protein binding, primary screen, biochemical, fluorescence polarization | 14-3-3 protein gamma (Homo sapiens), P61981 | FP, 14-3-3gamma / TMR-pS259-Raf peptide binding | inhibition, % at 40 µM | hit rate 0.19% among 160,000 | AID 422, 2006; in the data active = inhibition above about 30%;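 note: 0% = protein plus tracer without compound and 100% = blank with tracer alone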
Target sequence (P61981 whole entry, looked up): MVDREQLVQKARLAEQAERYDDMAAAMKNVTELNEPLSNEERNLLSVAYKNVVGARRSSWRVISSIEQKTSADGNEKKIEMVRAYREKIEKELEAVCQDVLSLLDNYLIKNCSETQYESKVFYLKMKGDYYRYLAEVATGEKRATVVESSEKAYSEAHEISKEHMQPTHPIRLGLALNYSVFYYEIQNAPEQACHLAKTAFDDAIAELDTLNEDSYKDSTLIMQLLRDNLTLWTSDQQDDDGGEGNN
Active calls of the source: *; & = joins results of further samples. These rows are one share of the data; rates above refer to the full screens.

| Molecule | 14-3-3g Raf |
| --- | --- |
| O=c1c2ccccc2nc(C=Cc2ccccc2)n1-c1ccc(Cl)cc1[N+](=O)[O-] | 5 |
| O=C(Nc1ccccn1)c1c(O)c2c(n(Cc3ccco3)c1=O)CCCC2 | -7 |
| CC(C)N1CCN(C2CC3CCC2C3)CC1 (centres undefined) | -7 |
| CCCCC[n+]1ccc(-c2cc[n+](CCCCC)cc2)cc1 | -12 |
| CCn1c(C)c(C(=O)O)c2cc(OC)ccc21 | 0 |
| CC(=NCc1cccnc1)c1c(O)n(Cc2ccccc2)c(=O)[nH]c1=O | -6 |
| C=C(C)c1cccc(C(C)(C)NC(=O)NC2CN3CCC2CC3)c1 (centres undefined) | -1 |
| CCOC(=O)c1c(-c2ccc(OC)cc2)oc2ccc(OC(=O)N(C)C)cc12 | -4 |
| Cc1ccc(Cl)cc1N1CCN(CCN)CC1 | 0 |
| Cc1ccc(-n2c(O)c(C=NCCN3CCOCC3)c(=O)[nH]c2=O)cc1 | 1 |
| CCOC(=O)c1cc(C)sc1N=CC1C(=O)NC(=S)NC1=O | -95 |
| COc1cccc(CN2CCCCC2c2cccnc2)c1 (centres undefined) | -2 |
| CN(C)CCN=Cc1c(O)n(CCC2=CCCCC2)c(=O)[nH]c1=O | -2 |
| O=c1[nH]c(=O)n(Cc2ccccc2)c(O)c1C=NCCCn1ccnc1 | 0 |
| O=c1c2cc(I)ccc2nc(C=Cc2ccco2)n1-c1ccccc1 | -255 |
| CC(C)[C@@]1(NC(=O)[C@@H]2C[C@@H]3c4cccc5[nH]cc(c45)C[C@H]3N(C)C2)O[C@@]2(O)[C@@H]3CCCN3C(=O)[C@H](Cc3ccccc3)N2C1=O | -14&-11 |
| CP(C)(=O)CCC(=O)O | -5 |
| N[C@@H](Cc1c[nH]c2ccccc12)c1nnc(SCc2ccccc2F)o1 | 1 |
| CC1=C(C(=O)N2CCC3(CC2)OCCO3)C2(CCC(C)CC2)OC1=O (centres undefined) | 2 |
| CCOC(=O)c1c(CN2CCOCC2)n(Cc2ccccc2)c2cc(Br)c(O)cc12 | -2 |
| CCOC(=O)C1=C(N)OC(c2ccccc2)=C(C(=O)OCC)C12C(=O)Nc1ccccc12 (centres undefined) | -6 |
| C=CCOc1ccc(CC2C(=O)N(C)C(=O)N(C)C2=O)cc1 | -6 |
| Cc1cc(C)nc(SC(Cl)(Cl)Cl)n1 | 2 |
| Cc1nc2c(-c3ccccc3)c(C)nn2c(C)c1CCC(=O)N1CCC2(CC1)OCCO2 | 5 |
| O=C(COc1ccc(Cl)cc1)Nc1ccc(Cl)cc1C(=O)c1ccccc1 | -16 |
| CCOC(=O)c1ccc(NC(=O)C2C3C=CC(O3)C2C(=O)O)cc1 (centres undefined) | 1 |
| Cc1ccc(Cn2nnnc2CN2CCC(n3nnc4cc(C)ccc43)CC2)cc1 | -3 |
| CCOC(=O)c1c(C)n(Cc2ccco2)c2ccc(OCC)cc12 | 4 |
| CCCN1CCC[C@H](c2cccc(O)c2)C1 | 4 |
| COc1ccc(OC)c(NC(=O)CN2C(=O)C(C)N=C(c3ccccc3)c3ccccc32)c1 (centres undefined) | -10 |
| CCCS(=O)(=O)N1CCC(C(=O)N2CCC3(CC2)OCCO3)CC1 | -12 |
| O=C(O)c1nonc1-c1nonc1C(=O)O | -1 |
| CC#CP(=O)(OCC)C(O)(c1ccccc1)C(F)(F)F (centres undefined) | -5 |
| C1CCN2CC3C(CC2C1)CN1CCCCC31 (centres undefined) | -2 |
| CCCCC1(C)N2CC3(C)CN1CC(C)(C2)C3=O (centres undefined) | -15 |
| Nc1nonc1[N+](=O)[O-] | 2 |

2 records drawn at random from those above, as already listed:
| Molecule | 14-3-3g Raf |
| --- | --- |
| CCOC(=O)C1=C(N)OC(c2ccccc2)=C(C(=O)OCC)C12C(=O)Nc1ccccc12 (centres undefined) | -6 |
| CC(C)[C@@]1(NC(=O)[C@@H]2C[C@@H]3c4cccc5[nH]cc(c45)C[C@H]3N(C)C2)O[C@@]2(O)[C@@H]3CCCN3C(=O)[C@H](Cc3ccccc3)N2C1=O | -14&-11 |

A draw from above in order of molecular weight, lowest first:
| Molecule | 14-3-3g Raf |
| --- | --- |
| Nc1nonc1[N+](=O)[O-] | 2 |
| CP(C)(=O)CCC(=O)O | -5 |
| CC(C)N1CCN(C2CC3CCC2C3)CC1 (centres undefined) | -7 |
| O=C(O)c1nonc1-c1nonc1C(=O)O | -1 |
| CCCCC1(C)N2CC3(C)CN1CC(C)(C2)C3=O (centres undefined) | -15 |
| Cc1ccc(Cl)cc1N1CCN(CCN)CC1 | 0 |
| Cc1cc(C)nc(SC(Cl)(Cl)Cl)n1 | 2 |
| CCCCC[n+]1ccc(-c2cc[n+](CCCCC)cc2)cc1 | -12 |
| C=CCOc1ccc(CC2C(=O)N(C)C(=O)N(C)C2=O)cc1 | -6 |
| CC#CP(=O)(OCC)C(O)(c1ccccc1)C(F)(F)F (centres undefined) | -5 |
| CCOC(=O)c1c(C)n(Cc2ccco2)c2ccc(OCC)cc12 | 4 |
| CCOC(=O)c1ccc(NC(=O)C2C3C=CC(O3)C2C(=O)O)cc1 (centres undefined) | 1 |
| CN(C)CCN=Cc1c(O)n(CCC2=CCCCC2)c(=O)[nH]c1=O | -2 |
| CCOC(=O)c1cc(C)sc1N=CC1C(=O)NC(=S)NC1=O | -95 |
| CC1=C(C(=O)N2CCC3(CC2)OCCO3)C2(CCC(C)CC2)OC1=O (centres undefined) | 2 |
| CC(=NCc1cccnc1)c1c(O)n(Cc2ccccc2)c(=O)[nH]c1=O | -6 |
| O=c1[nH]c(=O)n(Cc2ccccc2)c(O)c1C=NCCCn1ccnc1 | 0 |
| Cc1ccc(-n2c(O)c(C=NCCN3CCOCC3)c(=O)[nH]c2=O)cc1 | 1 |
| CCCS(=O)(=O)N1CCC(C(=O)N2CCC3(CC2)OCCO3)CC1 | -12 |
| O=C(Nc1ccccn1)c1c(O)c2c(n(Cc3ccco3)c1=O)CCCC2 | -7 |
| N[C@@H](Cc1c[nH]c2ccccc12)c1nnc(SCc2ccccc2F)o1 | 1 |
| CCOC(=O)c1c(-c2ccc(OC)cc2)oc2ccc(OC(=O)N(C)C)cc12 | -4 |
| O=C(COc1ccc(Cl)cc1)Nc1ccc(Cl)cc1C(=O)c1ccccc1 | -16 |
| O=c1c2ccccc2nc(C=Cc2ccccc2)n1-c1ccc(Cl)cc1[N+](=O)[O-] | 5 |
| CCOC(=O)C1=C(N)OC(c2ccccc2)=C(C(=O)OCC)C12C(=O)Nc1ccccc12 (centres undefined) | -6 |
| Cc1nc2c(-c3ccccc3)c(C)nn2c(C)c1CCC(=O)N1CCC2(CC1)OCCO2 | 5 |
| COc1ccc(OC)c(NC(=O)CN2C(=O)C(C)N=C(c3ccccc3)c3ccccc32)c1 (centres undefined) | -10 |
| CC(C)[C@@]1(NC(=O)[C@@H]2C[C@@H]3c4cccc5[nH]cc(c45)C[C@H]3N(C)C2)O[C@@]2(O)[C@@H]3CCCN3C(=O)[C@H](Cc3ccccc3)N2C1=O | -14&-11 |

Other results follow:
| Molecule | 14-3-3g Raf |
| --- | --- |
| CCN1CCC(O)(c2ccc(F)cc2)C(C(=O)c2ccc(F)cc2)C1 (centres undefined) | 4 |
| CCCCn1c(O)c(C(C)=Nc2cccc(C(=O)O)c2)c(=O)[nH]c1=O | -2 |
| CCSc1nc2ccccc2c(=O)n1-c1cccc(C)c1 | -8 |
| O=C(CCCC1=NS(=O)(=O)c2ccccc2N1)N1CCC2(CC1)OCCO2 | -5 |
| Cc1nn(C)c(C)c1P(=S)(c1c(C)nn(C)c1C)N(C)C | 7 |
| O=[N+]([O-])c1cccc(CN2CCN(Cc3ccccc3F)CC2)c1 | 5 |
| CCOC(=O)C1=C(N)OC2=C(C(=O)CC(C)(C)C2)C12C(=O)Nc1ccccc12 (centres undefined) | -5&-2 |
| CC(C)Sc1nnc([C@@H](N)Cc2c[nH]c3ccccc23)o1 | -8 |
| CC(C)Oc1ccc(C2SCC(=O)Nc3c2c(=O)[nH]n3C(C)C)cc1 (centres undefined) | -3 |
| CSc1cccc(NC(=O)CN2C(=O)C(C)N=C(c3ccccc3)c3cc(Cl)ccc32)c1 (centres undefined) | -33 |
| C[C@@H]1O[C@@H](O[C@H]2C[C@@H](O)[C@]3(CO)[C@@H]4C(CC[C@]3(O)C2)[C@@]2(O)CC[C@H](C3COC(=O)C3)[C@@]2(C)C[C@H]4O)[C@H](O)[C@H](O)[C@H]1O (some centres undefined) | -6 |
| Cc1cc(N2CCOCC2)nc2ccc(NC(=O)CCC(=O)N3CCC4(CC3)OCCO4)cc12 | -9 |
| Cn1cccc1CNCCc1ccccc1F | -5 |
| CC(=Nc1ccc2c(c1)CCC2)c1c(O)n(C)c(=O)n(C)c1=O | -9 |
| CC(=O)[C@H]1CC[C@H]2[C@@H]3CC[C@H]4C[C@H](O)CC[C@]4(C)[C@H]3C(=O)C[C@]12C | -12&-1 |
| CCCC(=O)c1c(O)[nH]c(=O)[nH]c1=O | 2 |
| CC1OC1P(=O)(O)O (centres undefined) | 2 |
| O=c1c2ccccc2nc(-c2cccs2)n1-c1cnccn1 | -5 |
| Clc1cnc(Oc2ccc(Oc3ncc(Cl)cc3Cl)cc2)c(Cl)c1 | 9 |
| O=C(COc1ccc2ccccc2c1)N1CCN(C2CCN(Cc3ccccc3)CC2)CC1 | 3 |
| Cc1ccc(-n2c(C=Cc3ccccc3Cl)nc3ccccc3c2=O)cc1 | -5 |
| Cc1ccc(CN2CC3CC(C2)c2cccc(=O)n2C3)cc1 (centres undefined) | -4 |
| CCCCc1ccc(C(=O)O)nc1 | -3 |
| Cc1sc2ccccc2c1CC1=NCCN1 | -4 |
| COc1ccc(C=Cc2nc3ccccc3c(=O)n2-c2ccccc2OC)cc1 | 2 |
| O=C(CN1CCN(C(=O)Cc2cccs2)CC1)Nc1ccc(Br)cc1 | -13 |
| CCCC[N+]1(C)C2CC(OC(=O)[C@H](CO)c3ccccc3)CC1C1OC12 (some centres undefined) | 1 |
| C#CC1(OC(=O)c2ccccc2)CC(C)N(C)CC1C (centres undefined) | -6 |
| COc1ccc(OCC(=O)Nc2ccc(Cl)cc2C(=O)c2ccccc2)cc1 | -7 |
| N#Cc1ccc(C(=O)Nc2cc(Br)ccc2C(=O)c2ccccc2)cc1 | -4 |
| C=CS(=O)C1CC2(Cl)C(Cl)=C(Cl)C1(Cl)C2(Cl)Cl (centres undefined) | 6 |
| CCS(=O)(=O)Nc1cccc(C(=C2CCCCC2)c2cnc[nH]2)c1 | -6 |
| CCOC(=O)C1CN(C)CCC1=O (centres undefined) | 5 |
| O=C1c2ccccc2C2(c3ccc(Cl)cc3)NCCN12 (centres undefined) | 6&0 |
| CC(=O)OCC1=C(C(=O)[O-])N2C(=O)[C@@H](NC(=O)CCC[C@@H](N)C(=O)[O-])[C@H]2SC1.[Zn+2] | -5 |
| Cc1ccc2c(c1)C1CN(C)CCC1N2S(=O)(=O)c1ccccc1 (centres undefined) | 0 |
| Fc1ccccc1CNCCc1c[nH]c2ccccc12 | 1 |
| Cc1cc(OC(=O)CCNC(=O)OC(C)(C)C)c2c3c(c(=O)oc2c1)CCC3 | -14 |
| COc1ccc(-c2cc(C(F)(F)F)n3nc(C(=O)N4CCC5(CC4)OCCO5)cc3n2)cc1OC | -5 |
| c1cncc(CNC2=NCCCCC2)c1 | 1 |
| CC(=NCc1ccc2c(c1)OCO2)c1c(O)[nH]c(=O)[nH]c1=O | -10 |
| CCC(=O)N1CCc2cc(S(=O)(=O)N3CC4CC(C3)c3cccc(=O)n3C4)ccc21 (centres undefined) | -6 |
| CN1C(=O)C(Cc2ccsc2)C(=O)N(C)C1=O | 2 |
| COc1ccc(C2(CN)CCCC2)cc1 | -1 |
| CN(C)c1ccc(C(=O)Nc2ccc(Cl)cc2C(=O)c2ccccc2)cc1 | -9 |
| CCCCn1c(N)c(C(=O)NCCN2CCOCC2)c2nc3ccccc3nc21 | -9 |
| CC12C=CC(O1)C1C(=O)N(c3ccc4c(c3)OCO4)C(=O)C12 (centres undefined) | -3 |
| NCCc1ccc(O)cc1 | 1&2 |
| Cc1ccnc(NC(=O)c2c(O)c3c(n(Cc4ccco4)c2=O)CCCC3)c1 | -10 |
| Cn1c(C(=O)N2CCC(C(=O)N3CCC4(CC3)OCCO4)CC2)cc2sccc21 | -8 |
| c1ccc2c(c1)OCC(C1=NCCN1)O2 (centres undefined) | -1&-4 |

Some values from the entries so far.
CC12C=CC(O1)C1C(=O)N(c3ccc4c(c3)OCO4)C(=O)C12 (centres undefined) | 14-3-3g Raf: -3
Cc1ccnc(NC(=O)c2c(O)c3c(n(Cc4ccco4)c2=O)CCCC3)c1 | 14-3-3g Raf: -10

Screening results as filed in PubChem.
